# FEN1 inhibitor – human FEN1 inhibition; Recombinant FEN1 flap cleavage, fluorescence, 15 min; AID 588795; P39748; Potency, µM (titrated, usually from 114 µM), without a hit: at the top dose activity change, negative = inhibition, actives largely listed as inhibitors; 390,000 tested, 0.35% active; also: nearly all actives have a fitted effect of over 65% in size
# Target sequence (P39748 whole entry, looked up): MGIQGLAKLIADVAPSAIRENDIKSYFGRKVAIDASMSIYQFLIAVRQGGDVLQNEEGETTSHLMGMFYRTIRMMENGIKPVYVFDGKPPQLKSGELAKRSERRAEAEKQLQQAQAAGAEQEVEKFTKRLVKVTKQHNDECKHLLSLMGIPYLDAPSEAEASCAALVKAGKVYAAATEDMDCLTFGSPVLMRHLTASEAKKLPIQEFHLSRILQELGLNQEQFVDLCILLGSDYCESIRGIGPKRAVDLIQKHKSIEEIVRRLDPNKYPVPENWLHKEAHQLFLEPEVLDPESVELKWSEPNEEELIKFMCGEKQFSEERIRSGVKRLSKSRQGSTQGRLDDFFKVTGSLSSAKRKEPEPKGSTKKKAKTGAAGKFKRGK
#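 Quantitative HTS format: each compound was titrated, incubated with 10 nM nuclease for 15 min at room temperature, then challenged with flap substrate at 50 nM final. Signal change over 15 min gave concentration–effect curves.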
# N370S GC mod – N370S glucocerebrosidase modulation, Gaucher chaperone candidate; Potency, µM (titrated, usually from 59.4 µM), for inactives: at the highest dose activity change, negative = inhibition, actives largely listed as inhibitors; P04062; N370S GC spleen homogenate, 4MU-glucoside fluorescence; 330,000 tested, 0.092% active;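 also: 0% = full enzyme activity and -100% = no enzyme basal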
# KAT2A inh – inhibitors of human GCN5L2 histone acetyltransferase | Q92830 | GCN5L2 HAT assay, ThioGlo1 CoA-SH fluorescence | Potency, µM (titrated, usually from 58.9 µM), without a hit: top-dose activity change, negative = inhibition, actives largely listed as inhibitors | 390,000 tested, 0.21% active | AID 504327
#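 Enzyme at 20nM final was mixed with library compounds for 15 min at room temperature. Peptide H3(1-25) at 75uM, acetyl-CoA at 70uM and ThioGlo1 at 50uM were then added. Plates were read immediately and after 20 min (Ex340nm/Em540nm).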
# An asterisk follows results filed as active; ? = inconclusive; nt = not tested or not shown; & = joins results of further samples. Calls follow the shape of the dose curve; as a rule, active = well fitted curve in the direction sought with a large enough effect; inconclusive = small, poorly fitted or top-dose-only effect, or another doubt; inactive = no such curve, though single readings can be large; an effect the other way counts as inactive or inconclusive. Unless noted, % is scaled to controls: 0 for no effect and ±100 for the full control effect; potency is read from the fitted curve at half-maximal effect.
Structure,FEN1 inhibitor,N370S GC mod,KAT2A inh
COc1ccc(-n2cc(-c3ccc4c(c3)OCO4)n(CC(=O)Nc3cccc(C)c3C)c2=O)c(OC)c1,10%,nt,-13%
CC1(C)CC(NC(=O)c2cccc(S(=O)(=O)N(Cc3ccccc3)c3ccccc3)c2)CC(C)(C)N1,-9%,-11%,-4%
CCCNC(=O)CSc1ccc(S(=O)(=O)N2CCCC2)cn1,7%,nt,2%
CCOc1ccc(CCNC(=O)COC(=O)c2ccc(S(C)(=O)=O)cc2)cc1OCC,0%,-13%,-7%
O=C(Nc1nc(-c2ccccc2)cs1)c1ccco1,-12%,25%,-6%
Oc1c(C=Nc2ccccc2)sc2ccccc12,-16%,-2%,-17%
Cc1ccccc1NCCNc1ccccc1C,-12%,4%,-7%
O=C(c1ccc(Cl)cc1)N1CCN=C1c1ccccc1,-1%,3%,0%
Cc1ccc(S(=O)(=O)NC(C)C(=O)NC(C)c2cccs2)cc1 (stereo unspecified),7%,-16%,-5%
CCNc1ncc2nc(-c3cn(C)c4ccccc34)c(=O)n(-c3ccccc3)c2n1,nt,3%,-10%
CCN(CC)CCNC(=O)c1c(C)oc2cc(Br)c(OC)cc12,-8%,-23%,-12%
Nc1nnnn1/N=C/c1cccc(OCc2ccccc2Cl)c1,0%,-11%,-7%
Nc1cc(Cl)c(NC2=NCCN2)c(Cl)c1,nt,?,-8%&-2%
C#CCOCCOCCOCCNc1nc(N2CCN(C(=O)[C@H]([C@@H](C)O)n3cc(CCCCN)nn3)CC2)nc(N2CCN(C(=O)[C@H]([C@@H](C)CC)n3cc(CCCCN)nn3)CC2)n1,15%,-15%,-4%
Cc1ccc(C2(C)NC(=O)N(CC(=O)Nc3ccc4c(c3)CCC4)C2=O)cc1 (stereo unspecified),-15%,nt,-12%
CS(=O)(=O)N(CC(N)=O)c1ccc(F)c(Cl)c1,-1%,-2%,-5%
COCCn1nnnc1CN(CCc1ccc(OC)c(OC)c1)Cc1cc2ccc(C)cc2[nH]c1=O,2%,0%,-8%
COc1ccc(CCN(C)C(=O)C2CCN(Cc3ccc(C)cc3)CC2)cc1OC,-1%,-5%,0%
CCOC(=O)N1CCN(C(=O)Cn2ncn3nc(-c4cccs4)cc3c2=O)CC1,3%,0%,-8%
CC(=O)N1CCN(CC(=O)Nc2c(Cl)cccc2Cl)CC1,-4%,-5%,0%
OC(COc1cccc2ccccc12)CN1CCN(c2ccccc2)CC1 (stereo unspecified),-11%,-6%,-19%
COc1ccccc1CNC(=O)C1CC2Cn3c(nc4ccccc43)C2N1C (stereo unspecified),-4%,9%,-7%
CC1(C)CC(=O)c2cc(O)ccc2O1,0%,-22%,-2%
COc1ccc(C(=O)Nc2ccc(OC)c([N+](=O)[O-])c2)cc1Br,-12%,-6%,-10%
CC(=O)c1c(C)oc2ccc(NS(=O)(=O)c3ccc(C)cc3)cc12,15%,-1%,0%
Cc1cc(=O)oc(C)c1C(=O)NCCCN1CCN(c2ccc(F)cc2)CC1,-7%,-1%,-9%
CCOc1ccc(NC(=O)c2cc3cc4ccc(C)cc4nc3o2)cc1,-10%,7%,-9%&2%
Cn1c2ccccc2c(=O)c2c(=O)n(Cc3ccco3)c(-c3ccc(Cl)cc3Cl)nc21,nt,?,1%
CCCn1c(C)cc(-c2csc(NC(=O)CCc3nc4ccccc4c(=O)[nH]3)n2)c1C,-1%,-7%,2%
CC(C)(C)Cc1nnc(NS(=O)(=O)c2ccc(F)cc2)s1,-4%,15%,-2%
COc1cccc(NC(=O)CCC2CCN(C(=O)c3sccc3C)CC2)c1,12%,0%,-14%
O=c1n(CC2CO2)c(=O)n(CC2CO2)c(=O)n1CC1CO1 (stereo unspecified),8%&-12%,8%,-6%
O=C(CCc1nc2sc3c(c2c(=O)[nH]1)CCCC3)NCCOc1ccccc1,-1%,17%,-8%
Cn1nc(-c2ccc(C(=O)NCC3CCCO3)cc2)c2ccccc2c1=O (stereo unspecified),9%,-4%,3%
C=CC[C@@H](CC(=O)N[C@@H](CO)Cc1ccccc1)C(=O)N[C@H](COC(=O)[C@@H](CC=C)Cc1ccc(F)cc1)Cc1c[nH]c2ccccc12,-7%,nt,-3%
COc1ccc(CCNC(=O)c2c(C)nn(-c3ccc(F)cc3)c2-n2cccc2)c(OC)c1OC,-12%,nt,-2%
O=C(c1ccco1)N(Cc1ccc([N+](=O)[O-])cc1)c1ccc(Br)cc1,-19%,nt,-11%
COc1cc2[nH]c(=S)n(Cc3ccc(F)cc3)c(=O)c2cc1OC,-3%,-4%,1%
Cc1cc(=O)oc2cc(Oc3ncccn3)ccc12,-13%,3%,-12%
COC(=O)NNC(=O)CCCOc1ccc(Cl)cc1Cl,-1%,-19%,0%
Cc1cccc(CN2CCN(C(c3ccccc3)c3ccc(Cl)cc3)CC2)c1 (stereo unspecified),7%,?,?
O=C(NCc1ccccc1Cl)c1ccc(Br)o1,-17%,13%,-4%
C=CCN1C(=O)/C(=C2\SC(N3CCOCC3)=NC2=O)c2cc(Br)ccc21,2%,?,1%
COc1ccc(CCNC(=O)COC(=O)c2ccc[nH]c2=O)cc1,-1%,5%,-2%
N#C/C(=C\c1cn[nH]c1-c1ccccc1Br)C(=O)O,-6%,-2%,-6%
O=C(CCCn1c(=O)[nH]c2ccsc2c1=O)N1CCCCC1,3%,2%,-2%
Cc1sc(NC(=O)CN(Cc2ccccc2)C(=O)C2CC2)c(C(N)=O)c1C,-15%,8%,0%
CCOC(=O)C1(Cc2ccccc2)CCCN(Cc2ccc(OCC)c(CO)c2)C1 (stereo unspecified),10%,3%,5%
Cc1ccc(CNC(=O)CSc2nc(N3CCCCC3)nc(N3CCCCC3)n2)cc1,-1%,8%,-3%
CCCc1nnc(NC(=O)CCC(=O)NCCc2ccc(OC)c(OC)c2)s1,0%,10%,-3%
COc1ccc(Nc2nc(CC(C)=O)ns2)cc1,-12%,1%,0%
COc1cc(CNCc2cccs2)ccc1OCc1ccccc1,5%,-4%,-3%
Cc1ccc(S(=O)(=O)N2CCC(C(=O)OC(C)C(=O)NC3CCCCC3C)CC2)cc1 (stereo unspecified),15%,nt,2%
COc1ccc(-n2c(=O)cc(N3CCN(c4ccccc4OC)CC3)[nH]c2=O)cc1,-3%,-4%,0%
COc1cccc(N/C=C/c2onc(C)c2[N+](=O)[O-])c1,9%,1%,-2%
CC(C)(C)c1cc(NCc2ccccn2)n2ncc(-c3ccc(Cl)cc3)c2n1,9%,?,-10%

# Remaining list, next part
Structure,FEN1 inhibitor,N370S GC mod,KAT2A inh
CCOC(=O)C1CCN(C(=O)c2cccc(NC3=NC4CS(=O)(=O)CC4S3)c2)CC1 (stereo unspecified),21%,-8%,-10%
Cc1ccc(N(CC(=O)NCc2ccco2)C(=O)CCC(=O)Nc2nccs2)c(C)c1,-9%,-4%,-4%
CC(=O)NCCNc1ncnc2ccc(-c3ccc4c(c3)OCO4)cc12,nt,-2%,-23%
O=C(CSCc1ccccc1Cl)NN=C1CCCCCC1,-1%,-2%,1%
CCCCCCc1ccc(N2C[C@H](C)[C@@H](CC(=O)NCc3ccccc3)C2=O)cc1,9%,4%,-6%
O=C(N/N=C/c1cccc([N+](=O)[O-])c1)c1cc(-c2ccc3c(c2)OCO3)n[nH]1,-24%,-2%,16%
O=S(=O)(c1ccc2c(c1)OCCO2)N1CCC(O)(c2ccc(Cl)cc2)CC1,-3%,11%,-15%
COc1ccc(OC)c(NC(=O)CSc2c3c(nc4cc(Cl)ccc24)CCCC3)c1,-9%,nt,-1%
CC(=O)c1ccc(-n2c(-c3cc(-c4ccsc4)n[nH]3)n[nH]c2=S)cc1,-5%,18%,-12%
Cc1cccc(N2CCN(C(=O)C3CCN(S(=O)(=O)c4c(C)noc4C)CC3)CC2)c1C,-16%&-17%,3%,-6%&-5%
Oc1[nH]c2ccc(Br)cc2c1N=NC(=S)NCC1CCCO1 (stereo unspecified),9%,6%,-12%
O=C(Nc1cccc(S(=O)(=O)N2CCCCCC2)c1)c1ccc2ccccc2n1,7%,9%,-8%
O=C(CSc1nc(-c2ccccc2)cc(=O)[nH]1)N1CCc2ccccc21,-7%,14%,-4%
O=[N+]([O-])c1ccc(NCCCNS(=O)(=O)c2ccc(Cl)cc2)c(Cl)c1,-6%,0%,?
COC(=O)c1ccc2c(=O)n(CCN3CCOCC3)c(SCC(=O)Nc3cccc(OC)c3)nc2c1,-9%,-3%,-3%
C=C1CCC2C(CC2(C)C)C(=C)CC/C1=N/O (stereo unspecified),nt,1%,-5%
c1ccc(NC2=NCCN2CCCC2CCCC2)cc1,-6%,0%,-2%
CCOC(=O)c1ccc(S(=O)(=O)NNC(=O)COc2ccc(C)cc2)cc1,-3%,-11%,-1%
O=C(CCc1ccccc1)N1CCN(CCO)CC1,1%,-2%,-4%
COc1ccc(OC)c2nc(-c3ccc4c(c3)OCO4)ccc12,-3%,7%,-17%
CCc1ccc(C(=O)N/N=C/c2ccc(Cl)cc2Cl)nc1,nt,19%,-5%
CCc1nnc(NC(=O)c2ccc(Cl)c(S(=O)(=O)N3CCc4ccccc4C3)c2)s1,-6%,-1%,-1%
CC(OC(=O)c1nsc(Cl)c1Cl)C(=O)NCc1ccco1 (stereo unspecified),-6%,2%,-1%
CC(=O)Nc1cccc(-c2csc(Nc3ccccn3)n2)c1,-6%,-11%,-8%
O=C(COC(=O)C1CCN(c2ccc(C(F)(F)F)cn2)CC1)NCc1ccc(F)cc1,6%,-5%,-2%
CCN(CC)C(=O)Cn1c(=O)oc2ccccc21,21%,9%,-25%
O=C(c1ccccc1O)N1CCOCC1,3%,19%,6%
COc1ccc(CCNC(=O)CSc2ncc3c(n2)-c2cc(Cl)ccc2N(Cc2ccccc2)S3(=O)=O)cc1OC,10%,nt,17%
O=C(NS(=O)(=O)Nc1ccccc1)C1=C(N2CCCC2)COC1=O,2%,nt,0%
OC1OC[C@H](O)[C@H](O)[C@H]1O (stereo partly specified),nt,-6%,0%
Nc1nc(SCC(=O)NCc2ccc3c(c2)OCO3)n[nH]1,-13%,-3%,-3%
O=S(=O)(c1cccc2nonc12)N1CCN(c2ccc(F)cc2)CC1,-5%,1%,-7%
COC(=O)C1=C(C)NC(C)=C(C(=O)OC)C1c1ccc(-c2cccc([N+](=O)[O-])c2)o1,0%,11%,-12%
O=C(NC1CCN(C(=O)N2c3ccccc3Sc3ccccc32)CC1)c1ccccc1F,-10%,-7%,?
O=C(COC(=O)CCc1nc2ccccc2c(=O)[nH]1)NC(c1ccccc1)c1ccccc1,0%,-7%,-8%
Cc1cccc(NC(=O)CN2CCN(CC(=O)Nc3cccc(C)c3)CC2)c1,-6%,-6%,-10%

# This is a subset; count on the stated rates, not on these rows.
